Giardia FBPA inh: qHTS Assay for Inhibitors of Fructose-1,6-bisphosphate Aldolase from Giardia Lamblia. purified Giardia FBPA. Potency, µM (doses to about 59.6 µM), without a hit: at the highest dose activity, negative = inhibition, hits mostly inhibitors. hit rate 0.71% among 290,000. AID 2451, 2010; further: potency means the concentration at half of the fitted maximal effect; nearly all actives have a fitted effect of over 55% in size
Target sequence (A8B2U2 whole entry, looked up): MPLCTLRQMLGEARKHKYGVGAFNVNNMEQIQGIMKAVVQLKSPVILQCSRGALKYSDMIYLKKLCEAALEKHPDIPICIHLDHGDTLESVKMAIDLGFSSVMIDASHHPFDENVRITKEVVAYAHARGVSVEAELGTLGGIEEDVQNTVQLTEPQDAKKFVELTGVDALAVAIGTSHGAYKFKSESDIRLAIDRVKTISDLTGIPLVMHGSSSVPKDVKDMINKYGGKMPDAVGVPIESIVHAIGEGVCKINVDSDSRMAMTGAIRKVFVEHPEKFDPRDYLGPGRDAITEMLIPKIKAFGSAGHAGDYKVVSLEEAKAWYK
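Giardia FBPA (40 nM reagent) was preincubated 10 min at RT with compound (up to 57.5 uM final), then substrate plus GAPDH/TPI/NAD/arsenate coupling system with diaphorase/resazurin was added; resorufin fluorescence (525/598 nm) was read after 20 min.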
AmpC inh detg: qHTS Inhibitors of AmpC Beta-Lactamase (assay with detergent) | P00811 | AmpC hydrolysis of nitrocefin, absorbance 480 nm, 0.01% Triton | Potency, µM (highest dose often 114 µM), inactives show at the highest dose activity change, negative = inhibition, most hits filed as inhibitors | hit rate 0.041% among 370,000;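 further: potency means the concentration at half of the fitted maximal effect; 0% = no-compound wells and -100% = no-enzyme wells; nearly all actives have a fitted effect of over 25% in size; some results filed as inactive show a strong effect at the top dose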
Target sequence (P00811 whole entry, looked up): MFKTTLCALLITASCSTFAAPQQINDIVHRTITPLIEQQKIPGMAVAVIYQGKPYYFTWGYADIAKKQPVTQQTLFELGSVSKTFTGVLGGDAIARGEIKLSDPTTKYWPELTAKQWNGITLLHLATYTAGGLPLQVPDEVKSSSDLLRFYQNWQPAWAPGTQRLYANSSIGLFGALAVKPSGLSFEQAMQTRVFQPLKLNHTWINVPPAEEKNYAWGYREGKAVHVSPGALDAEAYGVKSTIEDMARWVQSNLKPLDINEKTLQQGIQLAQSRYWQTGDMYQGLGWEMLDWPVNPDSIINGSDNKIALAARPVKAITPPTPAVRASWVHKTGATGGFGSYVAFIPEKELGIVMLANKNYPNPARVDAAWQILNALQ
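20 mM phosphate pH 7.0 + 0.01% (detergent screen) or 0.0001% Triton X-100; 5.3 nM AmpC reagent; cpd preinc 15 min RT; nitrocefin (800 uM stock) to start; A480 q20 s × 4 min; Activity was normalised to no-enzyme and no-compound control wells.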
Sm TGR inh: qHTS Assay for the Inhibitors of Schistosoma Mansoni Peroxiredoxins | Schistosoma mansoni thioredoxin glutathione reductase (TGR), Q962Y6 | purified TGR, DTNB reduction, TNB absorbance 405 nm | Potency, µM (top dose mostly 114 µM), for inactives: top-dose activity change, negative = inhibition, hits mostly inhibitors | hit rate 3% among 360,000 | AID 485364, 2010; further: potency means the concentration at half of the fitted maximal effect; nearly all actives have a fitted effect of over 60% in size
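First, TGR (20 nM dispensed) and NADPH were mixed with compound. Second, a 15 min room-temperature incubation followed. Third, further NADPH and then DTNB were added to start the reaction. Finally, TNB absorbance was monitored kinetically.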
HCMV inh: qHTS Assay for inhibitors of the human cytomegalovirus (HCMV); hit rate 4.5% among 410,000; HFF cells, HCMV-luciferase reporter, 72 h; active compounds read low; AID 1259415, 2018; activity change, negative = inhibition, % at 57.5 µM; in the data active means activity change below about -60%; inconclusive means no clear call, values can overlap the other calls; inactive means above about -39%
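After 16 h attachment at 37C, HFF cells received test compound and HCMV-luciferase (1 PFU/cell); reporter luminescence read 72 h later, data normalized against buffer-only and known inhibitor Salinomycin.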
HCV inhibitor: qHTS Assay for Inhibitors of Hepatitis C Virus (HCV); hit rate 3.4% among 340,000; AID 651820, 2012; Potency, µM (doses to about 41.8 µM), for inactives: top-dose activity change, negative = inhibition, most hits filed as inhibitors; Huh7.5.1 HCVcc-Cre infection, luciferase reporter, 44 h; further: potency means the concentration at half of the fitted maximal effect
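Cells seeded at 1,000/well and cultured 4 h, then compounds added followed by HCVcc-Cre virus (~0.5 moi). After 44 h further culture, luciferase substrate was added, plates held 15 min at room temperature, and luminescence read for 15 sec.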
AMA1 RON2 block: qHTS for Inhibitors of AMA1-RON; Towards Development of Antimalarial Drug Lead: Primary Screen. Plasmodium falciparum AMA1 (3D7) - RON2 peptide interaction. AID 720542, 2013. Potency, µM (highest dose often 58.2 µM), without a hit: top-dose activity change, negative = inhibition, hits mostly inhibitors. AlphaScreen AMA1-biotinylated RON2 peptide binding. hit rate 0.2% among 360,000;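 further: potency means the concentration at half of the fitted maximal effect; 0% = vehicle wells and -100% = peptide control; nearly all actives have a fitted effect of over 45% in size; some results filed as inactive show a strong effect at the top dose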
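AMA1 (3D7) with his tag at 25 nM final met compounds first, then biotinylated RON2 peptide at 25 nM; detection used donor plus acceptor beads, 10 µg/mL apiece, read by AlphaScreen after 30 min at room temperature.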
The depositor's hits bear a star; ? = inconclusive; . = no result given; & = joins results of further samples; [ ] = dose if it differs, or a comment. Unless noted, the call rests on the fitted dose curve; in most records, active means well fitted curve in the direction sought with a large enough effect; inconclusive means small, poorly fitted or top-dose-only effect, or another doubt; inactive means no such curve, though single readings can be large; an effect the other way counts as inactive or inconclusive. Unless noted, on the % scale 0 is the no-effect control and ±100 the full control effect.

Values in the order – AMA1 RON2 block, HCMV inh, Giardia FBPA inh, Sm TGR inh, AmpC inh detg, HCV inhibitor
Cc1cc(C)c(S(=O)(=O)N2CCN(c3ccc([N+](=O)[O-])c(NCC4CCCO4)c3)CC2)c(C)c1 (configuration not stated)
    ?, -7, 2%, 6%, 2%, ?
O=C(CSCc1ccccc1Br)N/N=C/c1ccccc1C(=O)O
    93%[activator], -33, 10%, ., 3%, 6%
S=C(Nc1cccnc1)Nc1ccccn1
    15%, ., ?, -25%, 1%, 8%
Cc1ccc(NC(=O)c2ccc(=O)[nH]c2)cc1S(=O)(=O)N1CCCCCC1
    -5%, -26, ., ., ., -14%
O=C(Cn1cnc([N+](=O)[O-])c1)c1ccc(Cl)cc1
    7%, 6, ., -8%, -12%, -24%
CCC(=O)NC(=S)Nc1ccc(NC(=O)c2ccc(OC)cc2)cc1
    26%, -21, 2%, -2%, -10%, -27%
COc1ccccc1CNC(=O)c1ccc2nc(N3CCCCC3)sc2c1
    ., 22, ., 19%, 11%, .
O=C(O)CCc1nc2cc(C(F)(F)F)ccc2n(Cc2ccccc2)c1=O
    -3%, -40, 18%, -1%, -1%, 12%
CCN(CC)C(=O)CN1C(=O)COCC1=O
    1%, 31, -5%, 1%, 1%, 11%
Cc1ccc(CNC2CCCCC2)s1
    -4%, -5, ?, 7%, 3%, 13%
CCOC(=O)c1cnc2ccc(OC)cc2c1NCCc1ccccc1
    ., ?, ., -8%, -5%, .
O=C(COC(=O)/C=C/c1ccc(Br)o1)Nc1ccccc1F
    ., ., 3%, 79µM*, -2%, .
COCCCNC(=O)CCCCCNS(=O)(=O)c1ccc(Br)cc1
    11%, -6, 7%, 5%, 2%, 6%
CCN(CC(=O)NC(C)C)C(=O)c1ccc(S(=O)(=O)N(C)c2ccccc2OC)cc1
    -7%, 20, 5%, -32%, -13%, 3%
COc1ccc(Cl)cc1NC(=O)c1ccccc1C
    12%, -15, -3%, -4%, 2%, ?
CCC(C)NC(=O)CCC(=O)OC1O[C@H]2OC3(C)CC[C@H]4[C@H](C)CCC(C1C)C24OO3 (some centres not stated)
    -5%, -76*, 12%, 11%, -2%, ?
O=S(=O)(c1ccc(NC2CCCCC2)cc1)N1CCOCC1
    -2%, -14, 9%, 6%, -7%, -3%
CC(C)(C)C(=O)N1CCC(O)(CS(=O)(=O)Cc2ccccc2)CC1
    32%[activator], -21, 3%, -1%, -8%, 6%
Cc1nnc(NC(=O)CSc2ccc(-c3ccc(Cl)cc3)nn2)s1
    2%, -13, 3%, 6%, -5%, 19%
Cc1ccc(SCC(=O)OCC(=O)N(C)C2CCS(=O)(=O)C2)cc1C (configuration not stated)
    5%, 16, ., 0%, 9%, 14%
CCCCNC(=O)N1CCN(C(c2ccccc2)c2ccccc2)CC1
    -6%, ., 1%, 8%, 2%, -3%
Cc1ccc(C(=O)N2CCN(c3cc4c(cc3[N+](=O)[O-])n(C)c(=O)n4C)CC2)cc1
    -5%, -6, 7%, 0%, -10%, ?
O=C(CCC(=O)OCC(F)(F)C(F)F)NCc1ccccc1
    5%, -17, 12%, 12%, -14%, -2%
COc1ccc(C(=O)COC(=O)c2cccc(-n3cnnn3)c2)c(OC)c1
    -2%, -28, ., -1%, -3%, ?
COc1cc2ccccc2cc1C(=O)Nc1ccc2oc(-c3cc(Br)ccc3Cl)nc2c1
    ., 19, ., 0%, 4%, .
CCOC(=O)c1c(NC(=O)c2ccc(C)cc2)sc2c1CC(C)(C)NC2(C)C
    ., ., 5%, 11%, 8%, .
O=Cc1cn(CC(=O)Nc2ccc3c(c2)OCO3)c2ccccc12
    -5%, -33, 3%, 7%, 4%, 10%
CCOC(=O)C1=C(C)NC(=S)NC1c1ccc(-c2ccc(Cl)cc2)o1 (configuration not stated)
    15%, -32, -21%, 22µM*, -8%, ?
N#CC1(NC(=O)COC(=O)/C=C/c2ccc3ccccc3n2)CCCCC1
    7%, 18, ., 0%, -6%, 16%
O=C(O)CSc1nnc(Cc2cccc3ccccc23)n1-c1cc(C(F)(F)F)cc(C(F)(F)F)c1
    -4%, 1, 15%, 5%, 0%, 18%
O=C1C=C(c2ccc(Cl)cc2)C(=O)N1Nc1ccccc1
    -4%, -98*, -11%, -34%, 6%, -1%
Cc1ccc(NC(=O)N2CCN(c3ccc(Cl)c(Cl)c3)CC2)cc1
    ., -62*, ., -3%, -2%, .
COc1ccc(OC)c(CNC(=O)CCn2c(=O)c3cccn3c3ccc(F)cc32)c1
    4%, -35&-10, 12%, 6%&-6%, -9%&3%, -24%
Cc1[nH]c2ccccc2c1C(=O)C(=O)NCCc1c[nH]c2ccccc12
    -10%, 12, ., 7%, 1%, -19%
O=C1C=C(NC2CC2)C2(CCCCC2)O1
    0%, 22, -1%, 10%, 1%, 5%
C=CCN(CC=C)C(=O)C1CCC(C(=O)N(CC=C)CC=C)CC1 (configuration not stated)
    7%, -26, 4%, 2%, -5%, 14%
Cc1ccc(-n2c3c(cc(C(=O)NCc4ccco4)c2=O)C(=O)CCC3)cc1
    -5%, -4, 2%, -31%, -3%, 2%
CC(=O)c1c(C)[nH]c(C(=O)OCC(=O)Nc2ccc(C)cc2[N+](=O)[O-])c1C
    8%, ?, -3%, 1%, ?, 2.8µM*
O=C(CSc1nnc(C2CCCCC2)o1)Nc1ccccc1Cl
    20%, 19, -9%, -1%, ?, -11%
O=C(N/C(=C/C=C/c1ccccc1)C(=O)N1CCCCC1)c1ccc([N+](=O)[O-])cc1
    -6%, 26, -4%, -16%, -5%, -13%
Cc1cc(C)c(C(=O)NC2CC(C)(C)Cc3c2cnn3-c2ccccc2)o1 (configuration not stated)
    -4%, -30, ., -1%, 3%, -26%
CCN(CC)c1ccc(S(=O)(=O)N2CCOCC2)cc1NC(=O)CSC(=S)N1CCCC1
    52%[activator], 6, -7%, -5%, -1%, ?
O=C(Nc1ccccc1N1CCOCC1)c1ccc(Cl)nc1
    -11%, -1, 7%, 9%, 3%, 6%
CCCNCc1cc(OC)c(OCC(=O)Nc2ccccc2)cc1Br
    8%, ?, -4%, 8%, -12%, ?
O=C(CCn1cnnn1)Nc1cccc(F)c1
    -5%, -18, 4%, -3%, 4%, 17%
Cc1ccc(OCCNS(=O)(=O)c2ccc(N3CCCC3=O)cc2)cc1C
    33%, -37, -5%, 0%, 1%, ?
O=c1c2ccccc2c(-c2ccccc2)nn1-c1ccccn1
    -4%, -24, -1%, -2%, 4%, -10%
CC(=O)c1cccc(NC(=O)c2cc(-c3cccs3)on2)c1
    -13%, -21, -6%, -14%, -7%, -11%
COc1ccc(CCNC(=O)c2cnc3sc(N4CCCCC4)nn3c2=O)cc1OC
    ., -6, ., 14%, 4%, .
COc1ccc(C(=O)OCC(=O)N2CCc3ccccc32)cc1S(=O)(=O)N1CCOCC1
    -13%, 46, ., ., ., 11%
CCc1ccccc1NC(=O)C1(S(=O)(=O)c2ccc(C)cc2)CC1
    7%, -38, -7%, 1%, -11%, 2%
COc1ccc(-c2cc3ncnc(Cl)c3s2)cc1
    -2%, 114, -29%, -18%, -4%, -10%
N#Cc1ccc(-c2ccc(OCC(=O)NCC(=O)Nc3ccc(F)c(F)c3F)cc2)cc1
    -25%, -60*, 11%, 0%, ?, 4%
CCCC(=O)C1=C(O)C(C(=O)OC)C(C)(C)CC1=Nc1ccc(N)cc1 (configuration not stated)
    -5%, 19, 9%, 0%, -15%, 13%
CC(C)Oc1ccc(C(=O)NCC(=O)Nc2ccc3c(c2)CCC3)cc1
    -6%, -11, ., 1%, ?, 18%
O=C(Nc1ncccc1O)c1c(O)c2ccccc2[nH]c1=O
    55%[activator], -77*, -21%, 15%, 5%, 0%
Cc1cc([N+](=O)[O-])ccc1NCc1ccccc1[N+](=O)[O-]
    -1%, 5, 0%, 8%, 1%, ?
O=C(NCC(c1cccs1)N1CCOCC1)c1ccc(Br)o1 (configuration not stated)
    3%, 3, -17%, 25µM*, -5%, -22%
CCOC(=O)CSc1nc(-c2ccc(OC)cc2)cc(C(F)(F)F)c1C#N
    ., 14, ., 5%, 7%, .
CC1(C)C2CCC13CS(=O)(=O)NC3C2 (configuration not stated)
    -3%, 28, 2%, 0%, -12%, 6%

The results go on:
Values in the order – AMA1 RON2 block, HCMV inh, Giardia FBPA inh, Sm TGR inh, AmpC inh detg, HCV inhibitor
CC(C)NC(C)C(=O)c1ccc2ccccc2c1 (configuration not stated)
    4%, 3, -5%, -9%, ?, 10%
Cc1cnc(C(=O)OCc2nc3ccccc3o2)cn1
    0%, 14, ., ., ., 31%[activator]
COc1ccc(OCC(O)CNCCNc2nccc(C(F)(F)F)n2)cc1 (configuration not stated)
    -2%, -6, 5%, 3%, -7%, 29%
CCOc1ccc(-c2cc(C(=O)OC)nc3c2c(=O)n(C)c(=O)n3C)cc1
    -3%, -11, 1%, 10%, 3%, -2%
Cc1cc(=O)oc2cc(OCC(=O)N3CCN(Cc4ccc5c(c4)OCO5)CC3)ccc12
    14%, -16, ., 0%, -8%, ?
COC(=O)[C@]1(Cc2ccccc2)N[C@H](CN(C)C(=O)c2ccc(C)cc2)[C@@H]2C(=O)N(C)C(=O)[C@@H]21
    1%, -6, ., ., ., -8%[8.37 µM]
OC(COCC1COc2ccccc2O1)CN1CCN(c2ccc(F)cc2)CC1 (configuration not stated)
    -5%[2.32 µM], ?, -8%, -5%, -1%, ?
COc1cc(CC(=O)OCn2nnc3ccccc3c2=O)cc(OC)c1OC
    -19%, 52, 5%, 6%, 1%, 23%
CCCn1c(=O)c2ccccc2n2c(SCCOc3ccc(Cl)cc3)nnc12
    3%, -7, 1%, -10%, -22%, 2%
CCOCCCNC(=O)C(NC(=O)CNC(C)=O)c1ccc(Cl)cc1 (configuration not stated)
    14%, 1, 6%, -23%, 0%, 10%
CCCCn1nnnc1SCC(=O)N1CCCC1
    -6%, 3, 8%, -11%, 1%, 14%
Cc1cc(C)nc(NC2=NCC(=O)N2c2ccc3c(c2)OCCO3)n1
    1%, 1, 0%, 2%, -1%, -3%
CC1CCN(C(=O)COC(=O)c2cccc(NS(=O)(=O)c3ccccc3)c2)CC1
    -13%, -11, ., -2%, -13%, 1%
Cc1ccncc1CNC(=O)c1ccccc1
    -7%, -1, ., ., ., 2%
Cc1ccc(NC(=O)Cn2c(=O)cnc3ccccc32)cc1S(=O)(=O)N1CCCCC1
    4%, ?, ., -21%, 3%, 11µM*
CCOC(=O)C1(CCc2ccccc2)CCN(C2CCSCC2)CC1
    ?, -27, -1%, 11µM*, -4%, 8%
CCOC(=O)c1ccc(NC(=O)c2nc[nH]c2C(=O)N[C@@H](CC(C)C)C(=O)OC(C)(C)C)cc1
    158%[activator], -25, -28%, 12%, 6%, 35%[activator]

Screening data: PubChem BioAssay, National Center for Advancing Translational Sciences (NCATS)
